Compound activity deposited in PubChem by National Center for Advancing Translational Sciences (NCATS).
HepG2 viability = qHTS for Inhibitors of TGF-b: Cytotox Counterscreen; AID 588856, 2011; HepG2 CAGA-GFP viability, ATP luminescence, 18 h; actives 0.76% (n = 410,000); Potency, µM (highest dose often 46.1 µM), for the others: at the top dose activity change, negative = cytotoxicity, most hits filed as cytotoxic; further: some results filed as inactive show a strong effect at the top dose
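CellTiter-Glo luminescence gave cytotoxicity after 18 hours at 37 degrees C. The cells were HepG2 CAGA-GFP in 1% FBS DMEM, stimulated with 500 pg/mL TGF-beta after compound addition. %Activity was normalised to no-cell wells (complete cell-killing) and DMSO (no toxicity), and curves were fitted and classified.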
A549 tox = Nrf2 qHTS screen for inhibitors: counterscreen for cytotoxicity | AID 504648, 2011 | actives 0.16% (n = 390,000) | A549 ARE-Fluc cells, CellTiter-Fluor viability, 18-24 h | Potency, µM (highest dose often 46 µM), without a hit: at the top dose activity change, negative = cytotoxicity, usual class: inhibitors; further: on the % scale 0 is the no-effect control and ±100 the full control effect
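A549 ARE-Fluc cells in 5% FBS OPTI-MEM, 5000 cells/well, rested 2 h then exposed to compounds in concentration-response for 18-24 h at 37 °C. Viability by CellTiter-Fluor fluorescence (Ex 405/Em 525) after 30 min; luciferase luminescence (BugLite, 15 min, RT) read afterwards.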
Nrf2 inh = Nrf2 qHTS screen for inhibitors | AID 504444, 2011 | Potency, µM (top dose mostly 46 µM), without a hit: top-dose activity change, negative = inhibition, usual class: inhibitors | actives 2.1% (n = 360,000) | A549 ARE-Fluc reporter, luciferase luminescence, 18-24 h; further: on the % scale 0 is the no-effect control and ±100 the full control effect; nearly all actives have a fitted effect of over 60% in size
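Quantitative HTS in A549 cells stably bearing an antioxidant response element-firefly luciferase construct. Inhibition of Nrf2-driven transcription was scored by luminescence after 18-24 h of compound exposure at 37 °C.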
MCF10A rerep = A quantitative high throughput screen for small molecules that induce DNA re-replication in MCF 10a normal breast cells | MCF 10A DNA re-replication, Hoechst nuclear intensity, 48 h | Potency, µM (highest dose often 46.1 µM), without a hit: at the highest dose activity, positive = re-replication, usual class: activators | actives 2.9% (n = 350,000); further: % of control where 0% means no effect; nearly all actives have a fitted effect of over 50% in size
TGFb inhibitor = qHTS for Inhibitors of TGF-b. actives 1.2% (n = 410,000). HepG2 CAGA-GFP TGF-b/SMAD3 reporter, GFP fluorescence, 18 h; TGF-beta stimulated, 500 pg/mL final. Potency, µM (series often up to 46.1 µM), inactives show at the highest dose activity, negative = inhibition, usual class: inhibitors; further: on the % scale 0 is the no-effect control and ±100 the full control effect; nearly all actives have a fitted effect of over 65% in size
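Inhibition was scored as loss of TGF-beta-induced (500 pg/mL final, 18 hours, 37 degrees C) GFP in HEPG2 cells carrying a CAGA-GFP reporter, in DMEM with 1% FBS. Well GFP was summed per cell; Activity was normalised to unstimulated and stimulated DMSO wells, then concentration-response fitting.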
Nrf2 ARE act = qHTS of Nrf2 Activators; AREc32 ARE-luciferase reporter (MCF7-derived line), luminescence, 24 h; Potency, µM (titrated, usually from 46.1 µM), for the others: at the top dose activation, actives largely listed as activators; actives 0.31% (n = 410,000); AID 624171, 2012; further: % of control where 0% means no effect; nearly all actives have a fitted effect of over 65% in size
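ARE-driven firefly luciferase activity in AREc32 cells measured after a 24 hr compound exposure at 37 deg C, using Steady-Glo reagent and a 30 min room-temperature hold.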
ATXN2 expr inh = Primary qHTS for Inhibitors of ATXN expression | HEK-293 ATXN2-luciferase reporter, luminescence, 24 h | Potency, µM (doses to about 57 µM), for the others: at the highest dose activity change, negative = inhibition, usual class: inhibitors | actives 0.72% (n = 360,000); further: on the % scale 0 is the no-effect control and ±100 the full control effect; nearly all actives have a fitted effect of over 55% in size
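ATXN2-luciferase reporter cells (luciferase flanked by upstream and downstream ATXN2 gene portions) were treated 24 h at 37 °C with compounds at up to 57 uM. SteadyGlo luminescence gave expression; GF-AFC fluorescence gave viability.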
EPAC2 antag = qHTS for Antagonist of cAMP-regulated guanine nucleotide exchange factor 2 (EPAC2): primary screen; EPAC2 GEF exchange of Rap1B-BODIPY-GDP, fluorescence; Potency, µM (highest dose often 114 µM), for inactives: at the top dose activity, negative = inhibition, actives largely listed as inhibitors; actives 0.18% (n = 360,000); AID 720708, 2013; further: on the % scale 0 is the no-effect control and ±100 the full control effect; nearly all actives have a fitted effect of over 45% in size; many of its hits are not listed in these tables
Target sequence (Q8WZA2 whole entry, looked up): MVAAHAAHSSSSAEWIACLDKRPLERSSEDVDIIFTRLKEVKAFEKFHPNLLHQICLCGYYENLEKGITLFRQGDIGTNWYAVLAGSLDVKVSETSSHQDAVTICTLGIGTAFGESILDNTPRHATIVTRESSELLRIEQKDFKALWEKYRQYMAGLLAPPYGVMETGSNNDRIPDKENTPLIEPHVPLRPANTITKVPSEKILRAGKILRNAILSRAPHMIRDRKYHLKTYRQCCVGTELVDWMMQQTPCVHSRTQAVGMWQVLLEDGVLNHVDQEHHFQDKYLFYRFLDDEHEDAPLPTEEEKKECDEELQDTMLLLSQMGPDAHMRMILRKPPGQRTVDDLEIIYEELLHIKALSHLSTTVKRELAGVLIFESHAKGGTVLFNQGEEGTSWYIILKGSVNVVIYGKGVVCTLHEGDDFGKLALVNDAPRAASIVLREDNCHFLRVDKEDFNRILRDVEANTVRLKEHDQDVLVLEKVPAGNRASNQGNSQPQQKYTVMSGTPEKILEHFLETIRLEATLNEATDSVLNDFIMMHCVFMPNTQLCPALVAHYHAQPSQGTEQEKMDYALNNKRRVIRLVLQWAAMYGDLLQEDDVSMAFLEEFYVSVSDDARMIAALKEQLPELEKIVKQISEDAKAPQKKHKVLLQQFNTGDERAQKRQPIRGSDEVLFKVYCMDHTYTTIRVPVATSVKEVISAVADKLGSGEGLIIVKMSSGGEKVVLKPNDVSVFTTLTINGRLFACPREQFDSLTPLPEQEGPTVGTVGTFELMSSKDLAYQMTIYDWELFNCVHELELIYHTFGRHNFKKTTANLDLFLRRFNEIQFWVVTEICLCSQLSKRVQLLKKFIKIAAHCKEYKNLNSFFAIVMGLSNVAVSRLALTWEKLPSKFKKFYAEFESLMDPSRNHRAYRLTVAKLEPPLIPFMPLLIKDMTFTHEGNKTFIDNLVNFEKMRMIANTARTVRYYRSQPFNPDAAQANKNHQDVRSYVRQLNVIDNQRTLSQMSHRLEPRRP
S2 tox = Viability Counterscreen for Primary qHTS for Inhibitors of ATXN expression | actives 0.49% (n = 400,000) | S2 cells (HEK-293 line with an ATXN2-luciferase reporter) viability, CellTiter-Fluor protease fluorescence, 24 h | AID 651635, 2014 | Potency, µM (titrated, usually from 56.7 µM), actives largely listed as cytotoxic; further: nearly all actives have a fitted effect of over 40% in size
The depositor's hits bear a star; i = inactive; ? = inconclusive; / = no result given; & = joins results of further samples; [ ] = remark or other dose. The call rests on the fitted dose curve; in most records, active means well fitted curve in the direction sought with a large enough effect; inconclusive means small, poorly fitted or top-dose-only effect, or another doubt; inactive means no such curve, though single readings can be large; an effect the other way counts as inactive or inconclusive. Potency means the concentration at half of the fitted maximal effect.

SMILES | HepG2 viability | A549 tox | Nrf2 inh | MCF10A rerep | TGFb inhibitor | Nrf2 ARE act | ATXN2 expr inh | EPAC2 antag | S2 tox
Cc1ccc(-c2nnn(CC(=O)N(CCN3CCOCC3)C(C(=O)NC3CCCC3)c3ccncc3)n2)o1 (configuration not stated) | 2% | 1% | -7% | 9% | 3% | 0.0% | 0% | 2% | i
CCOC(=O)N1CCN(C(=O)c2cnn(-c3cccc(F)c3)c2-n2cccc2)CC1 | -9% | 5% | 17% | / | -2% | -0.4% | / | / | /
CCc1ccc2nc3sc(C(=O)O)cc3cc2c1 | -10% | -8% | ? | ? | 0% | 1.9% | 5% | -12% | ?
Cc1cc(C)nc(-n2nc(C)c3c(C(=O)O)cc(-c4cccc(Br)c4)nc32)n1 | 7% | -7% | -11% | 0% | 6% | -0.4% | / | 3% | i
COc1ccc(Br)cc1CN(C)C(=O)Cc1ccc(S(=O)(=O)N2CCOCC2)s1 | 0% | -2% | -8% | 13% | 0% | 3.0% | 2% | 5% | i
COc1ccc(CN(C(=O)CN2C(=O)COc3ccccc32)C2CCCC2)c(OC)c1 | -17% | -11%[1.84 µM] | -23% | 4% | ? | 2.1% | -7% | -2% | ?
Cc1c(C)[n+](=O)c(-c2ccc(F)cc2)c(C)n1[O-] | -13% | 9% | 1% | 4% | -6% | -0.6% | -4% | -3% | i
CSCCC1NC2(C(=O)Nc3c2ccc(Cl)c3C)[C@@H]2C(=O)N(C3CCCC3)C(=O)[C@H]12 (some centres not stated) | -1% | -18% | -1% | 20% | 6% | 0.3% | -2% | -2% | i
COc1cc(C(=S)N2CCOCC2)cc(OC)c1OC(=O)c1ccc(C)cc1 | 28% | 6% | 10% | ? | -7% | 0.6% | -14% | -24% | i
Cc1c(O)ccc(C(=O)COc2ccccc2F)c1O | -23% | -6% | -9% | ? | 16% | 6.9% | / | -13% | /
Cc1cccc(NC(=O)c2cc3c(s2)-c2c(C)cccc2OC3)n1 | -3% | 2% | ? | ? | -15% | 6.4% | / | 14% | i
COc1ccc(CCNC(=O)c2ccc(N(C)S(=O)(=O)c3ccc(C)cc3)cc2)cc1 | -3% | -7% | ? | 11% | 5% | 0.2% | -22% | 0% | i
CC(=O)Nc1cc(C)ns1 | -2% | 16% | ? | -3% | 1% | -0.1% | -15% | 17% | i
CN(C)S(=O)(=O)c1cccc(C(=O)OCC(=O)NC2CCCc3ccccc32)c1 (configuration not stated) | 23% | -2% | -2% | -6% | 6% | -0.5% | 5% | 4% | i
O=C(C[C@H]1C/C=C\CC[C@H](Cc2ccc(F)cc2)C(=O)OC[C@H]2CCCN2C1=O)N[C@H](CO)Cc1ccccc1 | -5% | 0% | 12% | 2% | -15% | 1.7% | 1% | -13% | i
CCC1CCC/C1=N\NC(=O)c1ccccc1C (configuration not stated) | -1% | -6% | 4% | 2% | -9% | 4.1% | -4% | 3% | i
COc1cc(OC)c(C2=NOC(C(=O)NCc3cccs3)C2)cc1Cl (configuration not stated) | 15% | -21% | 8% | ? | -7% | 0.9% | 6% | 7% | i
Cc1[nH]ncc1Nc1c(C(C)C)cccc1C(C)C | -10% | / | / | / | ? | 3.8% | -8% | ? | i
CCOc1ccc(C(=O)N(Cc2ccccc2)c2cccc(C)c2)cc1OC | -27% | -7% | -11% | ? | -19% | -0.5% | -4% | -7% | i
CCOC(=O)c1ccc(S(=O)(=O)N2CCN(CCc3ccncc3)CC2)cc1 | -23% | -3% | ? | ? | -12% | -0.6% | -17% | -2% | i

Single records, from the list above:
Cc1cc(C)nc(-n2nc(C)c3c(C(=O)O)cc(-c4cccc(Br)c4)nc32)n1 is listed as HepG2 viability: 7%; A549 tox: -7%; Nrf2 inh: -11%; MCF10A rerep: 0%; TGFb inhibitor: 6%; Nrf2 ARE act: -0.4%; ATXN2 expr inh: /; EPAC2 antag: 3%; S2 tox: i
CC(=O)Nc1cc(C)ns1 is listed as HepG2 viability: -2%; A549 tox: 16%; Nrf2 inh: ?; MCF10A rerep: -3%; TGFb inhibitor: 1%; Nrf2 ARE act: -0.1%; ATXN2 expr inh: -15%; EPAC2 antag: 17%; S2 tox: i

Further entries.
SMILES | HepG2 viability | A549 tox | Nrf2 inh | MCF10A rerep | TGFb inhibitor | Nrf2 ARE act | ATXN2 expr inh | EPAC2 antag | S2 tox
CC(=O)C1=C(O)C(=O)N(Cc2ccccc2)C1c1ccc(Cl)cc1 (configuration not stated) | 0% | -2% | -10% | 1% | 1% | 0.4% | -17% | -2% | i
CCCCCOC(=O)Nc1ccc(S(=O)(=O)Nn2cnnc2)cc1 | 4% | 4% | -5% | ? | 14% | -0.3% | 3% | 24% | i
CCOC(=O)c1nc(N/N=C/c2ccccc2)sc1Br | -36% | -1% | 7% | ? | ? | 24% | 16% | -1% | i
CCOC(=O)C1=C(c2ccccc2)NC(=O)NC1c1cc(OC)c(O)c([N+](=O)[O-])c1 (configuration not stated) | -14% | -17% | -5% | -2% | -4% | 0.0% | / | -5% | ?
COC(=O)Cc1c(C)nc2nc(-c3ccc(C)cc3)[nH]n2c1=O | -4%&-3% | 11%&2% | 0%&11% | -1% | -20%&-3% | 2.9%&0.3% | 12%&4% | 1% | i
O=c1oc2ccccc2n1CSc1nc2ccccc2s1 | -8% | -1% | ? | 15% | 10% | 23% | 3% | 0% | ?
CCCCOc1ccc(C(=O)OC(C)CN(C)C)cc1 (configuration not stated) | -15% | 5% | 3% | ? | -4% | -0.1% | -2% | -2% | i
Cc1ccccc1S(=O)(=O)NC(=O)C1(C)CCN1C(=O)CC1CCCC1 (configuration not stated) | 7% | / | / | / | 2% | -1.0% | 10% | 13% | i
CCN(CC)CCCN1C(=O)C(O)=C(C(=O)c2cc3cccc(OC)c3o2)C1c1ccncc1 (configuration not stated) | -4% | -2%[1.84 µM] | -3% | ? | 1% | 0.1% | 3% | 2% | i
O=C(Nc1ccncc1)c1cccc(S(=O)(=O)N2CCOCC2)c1 | -5% | -4% | -19% | 3% | -5% | -0.3% | -13% | 0% | i
N#C/C(=C\c1ccccc1)C(=O)NC(=O)Oc1ccccc1 | 6% | 2% | -4% | -7% | -20% | 0.2% | -2% | 1% | i
Cc1n[nH]c(=O)c2c(NC(=O)CSc3nnnn3-c3ccccc3)oc(C)c12 | 21% | 1% | 2% | 5% | -28% | 2.3% | -12% | -13% | i
COc1ccccc1NC(=O)Cn1nnc(-c2ccccc2NC(=O)c2cccs2)n1 | -8% | -19% | ? | ? | 2% | 3.2% | ? | 8%[57.1 µM] | ?
C/C(=N\Nc1ccc(C#N)cc1[N+](=O)[O-])c1ccc(O)cc1 | -15% | -20% | -20% | ? | -5% | 1.2% | -15% | -3% | i
CCOc1ccc(Br)cc1C(=O)N/N=C/c1c[nH]c2ccccc12 | -26% | 1% | 8% | 169% | -4% | -0.8% | / | -3% | ?
OC(COc1ccc2cc(Br)ccc2c1)CN1CCN(c2ccccn2)CC1 (configuration not stated) | -28% | -12% | -11% | ? | -19% | 2.0% | -23% | 8% | i
O=C(CN1CCN(c2ccc(O)cc2)CC1)NCC(=O)Nc1ccc(F)c(F)c1F | 0% | 1% | 5% | 1% | -11% | 2.1% | / | -10% | i
Cc1ccnc(N2C(=O)c3ccccc3C2=O)c1 | -21% | 5% | -2% | -2% | -4% | 0.0% | -10% | 17% | i
C=C(C)C(=O)Nc1ccc2nn(-c3ccccc3O)nc2c1 | 2% | / | / | / | 14% | -0.1% | / | 3% | i
O=C(c1ccoc1)N1CCN(c2cc(-c3ccccc3)nc3cc(-c4ccccc4)nn23)CC1 | -37% | / | / | / | ? | -4.7% | ? | 2% | ?

Gathered by group, those above with bromine.
SMILES | HepG2 viability | A549 tox | Nrf2 inh | MCF10A rerep | TGFb inhibitor | Nrf2 ARE act | ATXN2 expr inh | EPAC2 antag | S2 tox
Cc1cc(C)nc(-n2nc(C)c3c(C(=O)O)cc(-c4cccc(Br)c4)nc32)n1 | 7% | -7% | -11% | 0% | 6% | -0.4% | / | 3% | i
COc1ccc(Br)cc1CN(C)C(=O)Cc1ccc(S(=O)(=O)N2CCOCC2)s1 | 0% | -2% | -8% | 13% | 0% | 3.0% | 2% | 5% | i
CCOC(=O)c1nc(N/N=C/c2ccccc2)sc1Br | -36% | -1% | 7% | ? | ? | 24% | 16% | -1% | i
CCOc1ccc(Br)cc1C(=O)N/N=C/c1c[nH]c2ccccc12 | -26% | 1% | 8% | 169% | -4% | -0.8% | / | -3% | ?
OC(COc1ccc2cc(Br)ccc2c1)CN1CCN(c2ccccn2)CC1 (configuration not stated) | -28% | -12% | -11% | ? | -19% | 2.0% | -23% | 8% | i

Carrying on:
SMILES | HepG2 viability | A549 tox | Nrf2 inh | MCF10A rerep | TGFb inhibitor | Nrf2 ARE act | ATXN2 expr inh | EPAC2 antag | S2 tox
CCN(C(=O)c1cn(C)c(=O)c2cc(OC)c(OC)cc12)c1cc(C)ccc1C | 6% | -9% | -12% | 2% | -2% | 0.0% | 1% | 10% | i
CCc1cc(C(=O)NNC(=S)NC(C)c2ccccc2)cs1 (configuration not stated) | 7% | -14% | ? | 6% | -24% | 4.5% | -21% | 4% | i
CC(=O)Nc1cc(-c2ccoc2)cn2c(-c3ccccc3)cnc12 | -7% | / | / | / | ? | ? | 12% | 9% | i
O=C(Cn1c(-c2cccs2)cc2ccccc21)N1CCN(c2ccc(Cl)cc2)CC1 | -3% | 17% | 10% | / | 0% | 0.1% | -10% | / | i

These rows are one share of the data (hit frequency here may not be typical).
